# TNFa cytotox = cytotoxicity in TNFa-stimulated HUVEC, primary screen, cytotoxicity control for VCAM1 expression modulator project, imaging, Hoechst nuclei count | HUVEC TNFalpha-stimulated, Hoechst cell count | cell count reduction, % at 2 µM | 0.17% of 93,000 active;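 active means cell count reduction exceeding the screen mean by over 5 SD, scaled to untreated wells per plate, cut at about 78% in these data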;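 further: cells counted after 24 h of TNF alpha exposure following the 1 h pretreatment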
# CYP2C19 activ = human CYP2C19 activators, primary screen, biochemical, luminescence; Cytochrome P450 2C19 (Homo sapiens), P33261; recombinant CYP2C19, luciferin-H EGE luminescence; stronger effect = higher value; 0 = fully inhibited enzyme, 1 = untreated enzyme; activation factor at 5 µM; 96,000 tested, under 10 active; AID 1025, 2008;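 active means activation factor of at least 2 at 5 µM in the primary screen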;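 further: 0 = wells with 2.5 mM tranylcypromine and 1 = vehicle-only wells; values of inactives mirror those of a sister screen read the other way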
# Target sequence (P33261 whole entry, looked up): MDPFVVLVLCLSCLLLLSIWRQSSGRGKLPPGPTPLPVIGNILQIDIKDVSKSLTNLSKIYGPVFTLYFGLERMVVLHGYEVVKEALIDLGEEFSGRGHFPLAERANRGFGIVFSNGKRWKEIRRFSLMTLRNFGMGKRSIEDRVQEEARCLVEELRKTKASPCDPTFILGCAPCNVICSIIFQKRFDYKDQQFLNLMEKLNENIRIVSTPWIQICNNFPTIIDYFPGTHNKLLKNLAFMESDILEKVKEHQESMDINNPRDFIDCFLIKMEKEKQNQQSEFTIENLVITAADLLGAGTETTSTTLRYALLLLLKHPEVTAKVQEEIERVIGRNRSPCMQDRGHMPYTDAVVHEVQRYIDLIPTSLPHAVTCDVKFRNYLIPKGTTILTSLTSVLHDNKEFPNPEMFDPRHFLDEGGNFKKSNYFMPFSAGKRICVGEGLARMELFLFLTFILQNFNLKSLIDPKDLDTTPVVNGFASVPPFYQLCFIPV
# CYP2C19 inhib = blockers of cytochrome P450 2C19 activity – biochemical, luminescence, ADME assay, primary screen; inhibition, % at 5 µM; P33261; 21% of 96,000 active; CYP2C19 Supersomes, luciferin-H EGE luminescence, 30 min;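 active means CYP2C19 inhibition above a set limit at 5 µM in the primary screen, cut at about 50% in these data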;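 further: plate controls were negative control wells for no effect and 2.5 mM tranylcypromine positive control for full effect; values of inactives mirror those of a sister screen read the other way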
# VCAM1 TNFa inh = inhibitors of TNFa-induced VCAM1 expression, primary screen, imaging, HUVEC, TNFa stimulus, immunofluorescence | 0.48% of 95,000 active | HUVEC TNFa-induced VCAM-1 immunofluorescence, high-content imaging | inhibition, % at 2 µM;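 active means inhibition above the batch mean plus 3 SD, with images confirmed as a hit by eye, cut at about 37% in these data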;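 further: 0% = TNF-stimulated DMSO wells and 100% = unstimulated control wells; not every result past the cut was called active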
# CYP2C9 inh = blockers of cytochrome P450 2C9 activity – biochemical, luminescence, ADME assay, primary screen. inhibition, % at 5 µM. CYP2C9 Supersomes, luciferin-H conversion. 20% of 96,000 active. P11712;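 active means blocking of liver enzyme CYP2C9 beyond about 50% at 5 µM, limit read from the data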; further: values of inactives mirror those of a sister screen read the other way
# Target sequence (P11712 whole entry, looked up): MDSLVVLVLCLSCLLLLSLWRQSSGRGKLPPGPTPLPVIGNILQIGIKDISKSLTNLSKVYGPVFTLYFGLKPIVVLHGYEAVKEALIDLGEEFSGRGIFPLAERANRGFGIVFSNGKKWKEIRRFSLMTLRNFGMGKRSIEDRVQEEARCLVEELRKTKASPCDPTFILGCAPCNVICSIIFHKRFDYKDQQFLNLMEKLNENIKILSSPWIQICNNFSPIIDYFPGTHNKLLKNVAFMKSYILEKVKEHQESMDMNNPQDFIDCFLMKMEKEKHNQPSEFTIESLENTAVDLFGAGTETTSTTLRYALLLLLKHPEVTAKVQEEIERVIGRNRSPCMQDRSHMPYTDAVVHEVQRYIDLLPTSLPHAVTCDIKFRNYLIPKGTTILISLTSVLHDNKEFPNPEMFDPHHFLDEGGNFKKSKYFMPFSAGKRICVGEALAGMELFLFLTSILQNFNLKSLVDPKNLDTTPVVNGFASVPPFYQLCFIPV
# DAT uptake mod = changed hDAT dopamine uptake under cocaine IC80, either direction, primary screen, cocaine antagonist project, cell-based, LLC-PK1 hDAT, [14C]-dopamine uptake, MLSMR; Sodium-dependent dopamine transporter (Homo sapiens), Q01959; B-score at 10 µM; LLC-PK1 hDAT cells, [14C]-dopamine uptake with cocaine IC80; actives deviate in either direction; 1.3% of 110,000 active; AID 449768, 2010;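 active means Z score or B-score, a plate-position-corrected score, falls beyond the plate's 99.7% confidence bounds, in either direction; inactive means both scores lie inside the 99.7% bounds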;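 further: scored against the spread of the other compound wells on the same plate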
# HUVEC tox IL1B = cytotoxicity in IL-1B stimulated HUVEC, primary screen, cytotoxicity control for IL-1B NFkB translocation project, imaging, Hoechst nuclear count, IL-1B stimulus; HUVEC cell count loss; cell count reduction, % at 2 µM; 0.41% of 94,000 active;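 active means cell count reduction more than 3 SD above the screen-wide mean, cut at about 70% in these data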;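 further: normalized per plate to untreated control cells as the no-loss baseline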
# CYP2C9 act = human CYP2C9 activators, primary screen, biochemical, luminescence | Cytochrome P450 2C9 (Homo sapiens), P11712 | activation factor at 5 µM | 1.4% of 96,000 active | recombinant CYP2C9, luciferin-H conversion; stronger effect = higher value; factor 1 = untreated enzyme, 0 = blocked;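 active means activation factor of 2 or more for CYP2C9 at a 5 µM dose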;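 further: 0 = sulfaphenazole-blocked wells and 1 = vehicle-only wells; values of inactives mirror those of a sister screen read the other way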
# Candida biofilm = clotrimazole potentiators killing Candida biofilms, primary screen, with clotrimazole, Alamar Blue; inhibition, % at 6 µM; C. albicans biofilm + clotrimazole; 0.14% of 85,000 active; AID 834, 2007;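 active means inhibition above 20%; inactive means inhibition below 20%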;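 further: preformed 24 hr biofilms exposed to compound for 48 hr; 0% = biofilm without compound and 100% = blank killed by clotrimazole plus chlorhexidine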
# * hit, by the source's call; . = no result given.
SMILES,TNFa cytotox,CYP2C19 activ,CYP2C19 inhib,VCAM1 TNFa inh,CYP2C9 inh,DAT uptake mod,HUVEC tox IL1B,CYP2C9 act,Candida biofilm
CCCCn1c(CNC(=O)CCC)nc2ccccc21,-27,0.8,22,11,4,-0.35,-55,1,8
CC1Cc2ccccc2N1C(=O)Cn1c(=O)cc(O)c2ccccc21 (stereo unspecified),1,0.9,11,16,22,-0.42,-12,0.8,3
Cc1ccc(C)n1-c1cccc(C(=O)O)c1,.,0.9,9,.,9,0.14,.,0.9,6
COCCCNC(=O)C1C2C=CC3(CN(Cc4ccc(C)cc4)C(=O)C13)O2 (stereo unspecified),-2,1.1,-5,18,-20,-0.96,-2,1.2,12
COc1ccc(N2C(=O)CC(NC3CC3)C2=O)cc1 (stereo unspecified),-17,0.9,9,12,-2,1.8,8,1,.
Cc1ccc(NC2=C([N+](=O)[O-])CS(=O)(=O)C2)cc1,-11,1.1,-15,-3,6,-0.085,.,0.9,5
O=C(OCc1cc2ccccc2[nH]c1=O)c1ccccc1,-20,0.4,59*,6,44,-0.088,1,0.6,7
S=C(NCc1ccccc1)NCC1COc2ccccc2O1 (stereo unspecified),24,0.1,93*,-14,81*,1,15,0.2,.
Cc1cc(C(=O)NN=C2C3CC4CC(C3)CC2C4)c2ccccc2n1,27,1,4,52*,12,1.1,-51,0.9,.
COc1ccccc1OCC(=O)Nc1ccc(O)cc1C(=O)O,-36,1.2,-20,-10,14,0.18,12,0.9,0
O=C(Oc1ccc2c(c1)CCC2)N1CCOCC1,-21,0.9,11,-10,0,-0.2,-16,1,8
CS(=O)(=O)N(CCc1ccccc1)CC(=O)N1CCN(c2ccccc2)CC1,-36,0.8,20,-20,8,-0.31,-2,0.9,1
Cc1cnc(-c2nnc(N(C)C(=O)C3CCOC3)s2)cn1 (stereo unspecified),-3,1.1,-14,-1,-21,-0.77,11,1.2,4
COc1ccc(NC(=S)Nc2cccc([N+](=O)[O-])c2)cc1,8,0.6,42,2,-1,-0.86,8,1,9
COc1ccc(CNC(=O)c2nnn(Cc3ccc(OC)cc3)c2N)cc1,-26,.,.,17,.,-0.035,-45,.,-10
O=C(CSc1ncccc1-c1nc2ccccc2[nH]1)N1CCCCC1,-22,1,-2,9,-2,-0.16,22,1,4
COc1cccc(/C=N/Nc2ccc(S(=O)(=O)O)cc2)c1O,10,0.5,45,-4,29,-0.17,7,0.7,.
Cc1ccc(CN(CC(=O)NC2CCCC2)C(=O)CSc2nnc(COc3ccccc3)o2)cc1,-3,.,.,-2,.,-0.21,11,.,4
CCOC(=O)/C(C#N)=C(\N)C(C)C(=O)Nc1ccccn1 (stereo unspecified),-9,0.9,10,-1,7,-0.39,27,0.9,3
Cc1cc(Br)ccc1NC(=O)CNC(=O)CSc1n[nH]c(N)n1,-4,1.1,-11,13,3,-0.008,-32,1,9
CN(c1ccc(C(=O)NCCSCc2ccccc2)cc1)S(=O)(=O)c1ccccc1,-14,0.6,37,-7,69*,0.36,-4,0.3,.
O=C(Nc1ccccc1)Nc1ccc2snnc2c1,-35,.,.,-16,.,-0.65,1,.,7
COc1ccc(/C(O)=C/C(=O)C(=O)NNC(=O)C(O)(c2ccccc2)c2ccccc2)cc1,-13,1,1,7,7,-0.21,-8,0.9,5
O=C1NC2(CCCCCC2)Cc2ccccc21,-4,0.6,44,4,-12,0.46,-10,1.1,2
O=C(/C=C/c1c(Cl)cccc1Cl)N1CCN(c2ncccn2)CC1,32,0,96*,15,52*,0.21,-4,0.5,.
O=C(Nc1nc(-c2ccccc2)cs1)c1cccnc1,2,0.3,67*,-22,37,1.1,3,0.6,3
CC1(C)CC(=O)C(C=NCCCO)=C(O)C1,-7,0.9,14,1,-3,0.031,-11,1,9
CC1(C)CC(=O)C(C=NCCN2CCN(C(=S)Nc3cccc(Cl)c3)CC2)=C(O)C1,5,0.4,60*,-10,52*,0.062,0,0.5,.
COc1cccc(C(N)CC(=O)O)c1 (stereo unspecified),.,1.2,-18,.,-22,.,.,1.2,-2
O=C(CCN1C(=O)c2ccccc2C1=O)Nc1ccc(S(=O)(=O)NC2=NCCCCC2)cc1,-16,1,-4,-8,7,0.99,-34,0.9,9
Cn1c(CNc2cccc(Cl)c2)nnc1SCC(=O)OC1CCCCC1,-10,0.2,79*,16,81*,-0.45,28,0.2,0
CCOC(=O)c1cnc(SC)nc1Nc1cccc(F)c1,30,0.6,35,5,70*,-1.7,5,0.3,2
CC(C)c1ccc(NC(=O)CSc2nnc(-c3ccccn3)n2C)cc1,11,0.9,15,-1,40,.,23,0.6,7
CS(=O)(=O)N(CC(=O)N1CCN(Cc2ccccc2)CC1)c1ccc2c(c1)OCCO2,9,0.8,17,-5,-1,.,-13,1,-4
Cc1cccc(N2CCN(CC(=O)Nc3nccs3)CC2)c1C,-10,0.2,82*,-17,62*,0.85,-9,0.4,.
O=C(Nc1ccccc1)c1cnc(-c2ccccc2)nc1-c1ccccc1,0,0.8,20,7,27,0.077,-6,0.7,.
COC(=O)c1ccc(C(C(=O)NCc2ccccc2)N(Cc2cccs2)C(=O)c2cnccn2)cc1 (stereo unspecified),-1,0.9,7,9,32,-0.67,-1,0.7,.
CCCCOC(=O)CCc1nc2ccccc2[nH]1,.,0.5,50*,-12,-6,-1.5,-3,1.1,6
CCOc1ccc(CC(=O)C2C(=O)CC(C)(C)CC2=O)cc1OCC,0,1.1,-7,-6,36,-0.012,7,0.6,-1
Cc1cc(C)n(CC(O)Cn2c3ccccc3c3ccccc32)n1 (stereo unspecified),-3,0.2,82*,-2,61*,-0.016,-11,0.4,0
CCc1ccc2[nH]cc(C(=O)N3CCCCCC3)c(=O)c2c1,19,1.1,-5,29,0,0.18,2,1,.
O=C(/C=C/c1ccccc1)N1CCN(c2ccccn2)CC1,27,0.5,48,0,53*,0.13,8,0.5,.
N/C(COc1ccccc1)=N\NC(=O)c1cccnc1Oc1ccccc1,-11,0.6,37,16,-3,1.3,-4,1,1
O=C(NCc1ccco1)c1csc(Nc2ccccc2Cl)n1,-15,0.7,30,1,42,0.26,2,0.6,10
CCCCOc1ccc(C(CC(=O)NC)C(=O)O)cc1 (stereo unspecified),-16,0.9,6,-23,11,-1.3,-12,0.9,-6
CC(C)Cc1nnc(NC(=O)CSc2ncn[nH]2)s1,15,.,.,21,.,-0.7,-13,.,9
CCOc1ccc2[nH]c(=O)c(CN(CCN3CCOCC3)Cc3nnnn3C(C)(C)CC)cc2c1,-16,0.9,11,13,13,-0.96,0,0.9,7
CCOC(=O)N1CCC2(CC1)C(C#N)=C(N)Oc1c2sc2nc(C)cc(C)c12,-6,0.5,46,-4,47,0.61,4,0.5,-3
O=C(Nc1ccc2c(c1)OCO2)C1CC(c2ccc(F)cc2)=NO1 (stereo unspecified),-1,0.5,53*,9,21,0.04,1,0.8,3
CC(C)C(=O)NC(=S)Nc1ccc(S(=O)(=O)N(C)Cc2ccccc2)cc1,-18,0.6,40,-8,55*,0.66,8,0.4,.
COc1ccc(CC(=O)NCC2(c3ccc(OC)c(OC)c3)CCOCC2)cc1,-6,0.9,10,-1,2,0.97,9,1,0
CCN(C1CCCCC1)S(=O)(=O)c1cc(C)ccc1OC,5,0.1,86*,1,94*,1.8,-3,0.1,-2
O=C(c1ccco1)c1nc2c(n1O)CCCCC2,7,0.9,7,3,6,0.36,-11,0.9,6
Cc1cccc(N(CC(=O)N2CCCC2)S(=O)(=O)c2ccccc2)c1,70,0.4,58*,63,73*,0.16,0,0.3,3
COc1ccc(NC(=O)CC2C(=O)N(c3cccc(OC)c3)C(=O)N2C2CCCCC2)cc1 (stereo unspecified),-25,0.9,8,13,0,0.98,-5,1,-1
CN(CC(=O)NC1CCCCCC1)S(=O)(=O)c1ccccc1,3,0.6,45,3,21,0.26,-22,0.8,6
Oc1ccccc1NCC(O)Cn1ccc2ccccc21 (stereo unspecified),-6,0.6,37,-9,28,-0.81,1,0.7,7
CN1CCN(C(=O)CCCOc2cc(=O)n(C)c3ccccc23)CC1,4,1,-1,-7,12,-0.62,-3,0.9,6
CC(C)C(C)(C#N)NC(=O)CSc1ncnc2sc(-c3ccccc3)cc12 (stereo unspecified),-19,0,96*,4,83*,-0.74,7,0.2,.
O=C1Nc2ccccc2C12OCC(COc1ccc(Cl)cc1)O2 (stereo unspecified),-12,0.2,84*,1,20,1,-30,0.8,4

# Further results follow.
SMILES,TNFa cytotox,CYP2C19 activ,CYP2C19 inhib,VCAM1 TNFa inh,CYP2C9 inh,DAT uptake mod,HUVEC tox IL1B,CYP2C9 act,Candida biofilm
CCCCn1nnnc1SCC(=O)Nc1ccc2c(c1)OCCO2,0,0.3,67*,-10,59*,-1.2,4,0.4,9
CCOC(=O)c1ccc(NC(=O)CN2CCN(c3ccccc3)CC2)cc1,.,0.7,28,.,30,-0.029,-5,0.7,0
O=C(NCc1cccs1)C1CCC(=O)N1C1CCCCC1 (stereo unspecified),-37,0.9,12,11,-3,-0.82,-5,1,-4
COc1ccc(OC)c(S(=O)(=O)N(C)CC(=O)O)c1,.,0.9,10,.,8,-0.39,.,0.9,-6
Cc1ccc(NC(=O)NC(=O)CSc2nnnn2C)c(C)c1,-8,0.8,16,9,-14,-0.87,25,1.1,3
CCOC(=O)C1CCCN(C(=O)c2cc(Nc3ccc(OC)cc3OC)nc3ccccc23)C1 (stereo unspecified),-7,0.4,64*,3,98*,2,-10,0,6
Cc1c(NC(=O)Nc2ccc3c(c2)OCO3)c(=O)n(-c2ccccc2)n1C,-12,1.1,-11,2,-10,0.16,-24,1.1,5
COc1cc(/C=N/N=C2\CC3CCC2(C)C3(C)C)ccc1O (stereo unspecified),-14,0.8,16,12,19,0.21,-24,0.8,.
CN(C)S(=O)(=O)c1ccc(C(=O)Nc2ccc(S(=O)(=O)NC3=NCCCCC3)cc2)cc1,12,0.8,19,10,24,0.56,14,0.8,.
CCn1c2ccccc2c2nnc(SCCCn3c(=O)[nH]c4ccccc43)nc21,36,0.2,78*,3,88*,0.42,-17,0.1,7
Cc1nnc(NC2CCCCC2)[nH]c1=O,9,1.1,-12,-20,-8,-2.8,-4,1.1,5

# Screening results from PubChem.
